Source: PubChem BioAssay
N370S GC mod: inhibits or activates N370S mutant glucocerebrosidase; N370S GC spleen homogenate, 4MU-glucoside fluorescence; Potency, µM (series often up to 59.4 µM), for the others: at the highest dose activity change, negative = inhibition, actives largely listed as inhibitors; 0.092% of 330,000 active; AID 2101;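 further: 0% = full enzyme activity and -100% = no enzyme basal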
FEN1 inh: blocks human flap endonuclease 1; Potency, µM (highest dose often 114 µM), for inactives: at the top dose activity change, negative = inhibition, usual class: inhibitors; 0.35% of 390,000 active; P39748; Recombinant FEN1 flap cleavage, fluorescence, 15 min; further: nearly all actives have a fitted effect of over 65% in size
Target sequence (P39748 whole entry, looked up): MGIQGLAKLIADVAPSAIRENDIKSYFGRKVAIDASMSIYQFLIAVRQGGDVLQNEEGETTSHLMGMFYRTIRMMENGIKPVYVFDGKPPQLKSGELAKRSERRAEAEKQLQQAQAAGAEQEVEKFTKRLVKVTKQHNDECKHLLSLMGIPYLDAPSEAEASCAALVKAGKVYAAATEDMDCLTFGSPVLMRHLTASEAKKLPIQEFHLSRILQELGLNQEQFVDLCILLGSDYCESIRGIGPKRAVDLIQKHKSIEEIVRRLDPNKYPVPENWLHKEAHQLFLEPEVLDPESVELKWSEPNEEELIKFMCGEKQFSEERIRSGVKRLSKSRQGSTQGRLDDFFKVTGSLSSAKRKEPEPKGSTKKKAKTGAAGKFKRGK
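Nuclease activity of 10 nM FEN1 was measured after 15 min of room-temperature exposure to titrated compounds, by adding 50 nM flap substrate and reading plates at 0 and 15 min.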
TDP1 inh: inhibitors of human tyrosyl-DNA phosphodiesterase TDP1 | Q9NUW8 | recombinant TDP1, AlphaScreen DNA substrate cleavage | Potency, µM (doses to about 130 µM), for inactives: at the highest dose activity change, negative = inhibition, usual class: inhibitors | 0.28% of 350,000 active | AID 485290; further: nearly all actives have a fitted effect of over 40% in size
Target sequence (Q9NUW8 whole entry, looked up): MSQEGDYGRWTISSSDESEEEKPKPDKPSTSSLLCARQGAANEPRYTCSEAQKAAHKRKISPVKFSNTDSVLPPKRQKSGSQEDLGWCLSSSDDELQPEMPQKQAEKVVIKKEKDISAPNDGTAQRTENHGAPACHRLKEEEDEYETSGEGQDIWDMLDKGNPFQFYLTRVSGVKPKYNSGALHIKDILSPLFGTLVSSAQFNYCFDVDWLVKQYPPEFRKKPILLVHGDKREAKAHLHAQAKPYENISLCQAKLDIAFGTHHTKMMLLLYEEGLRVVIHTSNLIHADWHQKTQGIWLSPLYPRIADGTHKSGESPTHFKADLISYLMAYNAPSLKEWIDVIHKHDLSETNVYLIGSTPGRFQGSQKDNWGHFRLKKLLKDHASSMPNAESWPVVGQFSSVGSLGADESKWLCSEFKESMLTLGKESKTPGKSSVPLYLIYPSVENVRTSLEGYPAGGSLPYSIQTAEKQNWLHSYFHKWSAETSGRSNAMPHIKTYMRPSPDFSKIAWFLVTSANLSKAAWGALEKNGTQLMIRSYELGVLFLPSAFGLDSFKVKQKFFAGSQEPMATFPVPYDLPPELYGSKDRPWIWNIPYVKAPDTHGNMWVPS
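Signal: AlphaScreen proximity between streptavidin donor and anti-FITC acceptor beads on intact substrate. Reaction: Tdp1 1 nM, substrate 15 nM final, 5 min RT after 15 min compound preincubation.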
* marks the source's active call; other numbers are inactive results; ? = inconclusive; · = not tested or not shown; & = joins results of further samples; [ ] = another dose, or the depositor's remark. The call rests on the fitted dose curve; in most records, active means well fitted curve in the direction sought with a large enough effect; inconclusive means small, poorly fitted or top-dose-only effect, or another doubt; inactive means no such curve, though single readings can be large; an effect the other way counts as inactive or inconclusive. Unless noted, on the % scale 0 is the no-effect control and ±100 the full control effect; potency means the concentration at half of the fitted maximal effect.

SMILES | N370S GC mod | FEN1 inh | TDP1 inh
CCOC(=O)Cc1csc(NC(=O)CCCCCN2C(=O)c3ccccc3C2=O)n1 | -11% | -4% | 3%
CC(C)N(C(=O)Cn1cc(SCC(=O)Nc2ccccc2C(F)(F)F)c2ccccc21)C(C)C | · | 4% | -5%
O=C(c1cnn2c(C(F)(F)F)cc(-c3cccs3)nc12)N1CCN(Cc2ccccc2)CC1 | 26% | -18% | 0%
CN(C)Cc1ccccc1COc1ccccc1 | 7% | 1% | -1%
CN(C)S(=O)(=O)c1ccc(N2CCCC2)c(C(=O)NCC(=O)Nc2ccc(F)c(F)c2)c1 | · | 5% | 1%
C[C@H](NS(=O)(=O)OCC(Cl)(Cl)Cl)C1CC1c1ccccc1 (stereo partly specified) | -5% | ? | ·
O=C(O)c1ccccc1Nc1ccc([N+](=O)[O-])c2nonc12 | -3% | -6% | ·
O=C(NS(=O)(=O)c1ccc(F)cc1)O[C@@H]1C(=O)c2cc(Br)ccc2O[C@H]1c1ccc2c(c1)OCO2 | -4% | · | 9%
CCc1noc(C)c1C(=O)N1CCN(S(=O)(=O)c2ccccc2C(F)(F)F)CC1 | · | -6% | 2%
COc1cc(OC)cc(C(=O)Nc2cc(NC(=O)c3ccco3)ccc2OC)c1 | -3%[2.35 µM] | -2% | 2%
COc1cc(/C=C/C(=O)NCC2CCCCC2)cc(OC)c1OC | 1% | -5% | 0%
C#CCNC(=O)C1=C[C@H](c2cn(C(C)=O)c3ccccc23)C[C@H](OCc2ccc(CO)cc2)O1 | ? | 17% | 6%
Cc1ccc(C(=O)Nc2ccc(N3CCN(C)CC3)cc2)cc1C | 10% | -12% | 5%
CC1CC(C)CN(S(=O)(=O)c2ccc(NC(=O)C3CSC4(C)CCC(=O)N34)cc2)C1 (stereo unspecified) | -3% | -2% | ·
O=C(/C=C1\SC(=O)N(CC(=O)Nc2ccc(Cl)cc2)C1=O)Nc1ccc(F)cc1 | 9% | 7% | 1%
CCc1ccc(C(=O)NNC(=O)c2c(CC)noc2C)cc1 | -18% | 12% | ·
COc1ccc(Oc2c(Cl)cnn(-c3ccccc3)c2=O)cc1 | 4% | 0% | 2%
Cc1ccc(S(=O)(=O)N/N=C\c2ccc3c(c2)OCO3)cc1C | 12% | 1% | 3%
CC1Sc2ccc(S(=O)(=O)CCC(=O)N3CCc4ccccc43)cc2NC1=O (stereo unspecified) | ? | -10% | 0%
COc1ccc(CN2CCNC(=O)C2CC(=O)N(C)C2CCOCC2)c(F)c1 (stereo unspecified) | -1% | -2% | 4%
COc1ccc(CC(=O)NCc2nc(-c3ccccc3)no2)cc1 | -1% | -2% | 3%
CN(Cc1ccccc1)S(=O)(=O)c1ccc(NC(=O)C2CCCCC2C(=O)O)cc1 (stereo unspecified) | · | -2% | -1%
Cc1cccc(OCC(=O)Nc2cccc3nsnc23)c1 | 15% | 0% | 4%
CS(=O)(=O)N1CCC(C(=O)NCc2ccc(F)cc2)CC1 | 8% | 1% | 8%
CCCCCC(=O)Nc1ccccc1N1CCOCC1 | 24% | -1% | 0%

(further entries)
SMILES | N370S GC mod | FEN1 inh | TDP1 inh
CC(=O)Nc1cccc(-n2cc3c(c2-c2ccccc2Cl)c(=O)n(C)c(=O)n3C)c1 | · | 8% | 7%
Cc1cc(NC(=O)c2cc(-c3ccncc3)nc3c(C)cccc23)no1 | -1% | -14% | -9%
Cc1cc(C(=O)OCC(=O)NC2CC2)c2ccccc2n1 | · | -11% | 0%
CCOc1cc(/C=N/NC(=O)c2ccc(NC(=O)C3CC3)cc2)ccc1O | -13% | 17% | 0%
Cc1nn(-c2ccc(N3CCOCC3)nn2)c(C)c1CCC(=O)Nc1ccc(F)cc1 | -2% | -7% | 6%
Cn1nc(-c2ccccc2)c2ncc(C(F)(F)F)cc21 | ? | -1% | -3%
CC1(C2CC2)NC(=O)N(CC(=O)N2CCN(c3ccccc3Cl)CC2)C1=O (stereo unspecified) | -7% | 3% | 0%
COc1ccc(NC(=S)NCc2ccccc2Cl)c(OC)c1 | -3% | -1% | ·
COC(=O)[C@H](CCSC)NC(=O)NC1CC1 | 7% | -8% | 0%
CCOc1ccc(Nc2nc(N)nc(CN3CCN(c4ccccc4F)CC3)n2)cc1 | ? | -1% | 8%
COc1ccc(-c2ccc(=O)n(CC(=O)Nc3ccc(Br)cc3F)n2)cc1 | · | 15% | -2%
CN(CCOC(=O)CN1C(=O)c2ccccc2C1=O)C1=NS(=O)(=O)c2ccccc21 | 0% | · | 4%
Cc1ccc(NC(=O)CSc2nc3ccccc3c(=O)n2CCCN2CCCCC2)cc1Cl | 4% | -5% | 1%
CCc1c(C(=O)N/N=C/c2sccc2C)nnn1-c1nonc1N | 0% | -2% | 1%
Cc1ccc(NCc2ccccc2O)cc1C | 2% | -17% | 9%
COc1cccc(C2C(C(C)=O)=C(O)C(=O)N2CCc2c[nH]c3ccccc23)c1 (stereo unspecified) | -23% | -17% | 5%
O=C(COC(=O)c1ccc(F)c(S(=O)(=O)N2CCOCC2)c1)NCc1ccccc1 | · | 9% | 0%
C[C@H](CO)N1C[C@H](C)[C@@H](CN(C)C(=O)Nc2ccc3c(c2)OCO3)Oc2ccc(NC(=O)Cn3cnnn3)cc2C1=O | · | 4% | -1%
CC(C)CCNC(=O)[C@@H](NC(=O)c1c(F)cccc1F)C(C)C | 6% | -2% | 1%
Cn1ccnc1SCC(=O)Nc1ccc(Br)cc1C(F)(F)F | -6% | 9% | 6%
COc1cccc(-c2nnc(SCC(=O)Nc3ccc(OC)c(OC)c3)n2N)c1 | 7% | -5% | 0%
CC(C)(C)c1nc(SCC(=O)N2CC(=O)Nc3ccccc32)c2ccccc2n1 | 6% | 4% | 3%
CCOC(=O)C1(CCc2ccccc2)CCN(Cc2ccccn2)CC1 | -4% | 36% | 0%
Cc1[nH]n(-c2ccc(Cl)cc2)c(=O)c1C=Nc1ccc(S(=O)(=O)N2CCOCC2)cc1 | ? | -17% | 4%
Cc1c(Cl)cccc1N1C(N)=C(C#N)C(c2cc(CN3CCOCC3)cs2)C2=C1CCCC2=O (stereo unspecified) | · | 10% | 5%

Single records (already shown):
C[C@H](CO)N1C[C@H](C)[C@@H](CN(C)C(=O)Nc2ccc3c(c2)OCO3)Oc2ccc(NC(=O)Cn3cnnn3)cc2C1=O reads N370S GC mod = ·; FEN1 inh = 4%; TDP1 inh = -1%
CCOc1cc(/C=N/NC(=O)c2ccc(NC(=O)C3CC3)cc2)ccc1O reads N370S GC mod = -13%; FEN1 inh = 17%; TDP1 inh = 0%
CN(CCOC(=O)CN1C(=O)c2ccccc2C1=O)C1=NS(=O)(=O)c2ccccc21 reads N370S GC mod = 0%; FEN1 inh = ·; TDP1 inh = 4%

(further entries)
SMILES | N370S GC mod | FEN1 inh | TDP1 inh
CCN(CC)S(=O)(=O)c1ccc(N2CCN(S(=O)(=O)c3ccccc3C#N)CC2)nc1 | -25% | 12% | 3%
Clc1ccc(CNc2ccc(CNc3ncn[nH]3)cc2)c(Cl)c1 | -15% | 5% | 11%
CCCCn1c(N)c(N(CCC(C)C)C(=O)c2cc(S(=O)(=O)N3CCOCC3)ccc2F)c(=O)[nH]c1=O | 0% | 4% | 1%
Cc1ccc(/C=N/NC(=O)c2cc(-c3ccccc3)nc3ccccc23)o1 | -1% | -26% | 5%
Nn1cnnc1N/N=C\c1ccc(-c2ccccc2[N+](=O)[O-])o1 | -9% | -10% | 7%
COc1ccc(S(=O)(=O)N2CCc3ccccc3C2)cc1 | 10% | -18% | 4%
CC(C)CC(NC(=O)CCl)c1ccccc1 (stereo unspecified) | 3% | -5% | 5%
O=C(c1ccccc1)c1cccc[n+]1[O-] | 5% | -10% | ·
CCOC(=O)c1[nH]c2cc3c(cc2c1NC(=O)CN1CCCCC1C)OCO3 (stereo unspecified) | 0% | · | 2%
Cc1ccc(S(=O)(=O)N2CCCCC2)cc1NC(=O)C1CC1 | · | -2% | 1%
Cc1csc(NC(=O)C2=NN(c3ccccc3)C(=O)CC2)n1 | 8% | 11% | 0%
Cc1ccc2nc(N3CCN(C(=O)C4CC4)CC3)sc2c1 | · | -5% | -8%
c1ccc(-c2nnc(SCc3nnc(-c4cccs4)o3)o2)cc1 | 23% | 2% | 4%
CCOC(=O)c1[nH]c(C)c(C(=O)Nc2ccc(C)c(F)c2)c1C | -1% | 5% | 6%
CCSc1nnc(CNC(=O)c2ccccc2F)n1-c1ccccc1OC | 3% | -5% | -1%
O=S(=O)(NC1CCCC1)c1ccccc1Br | -6%&11% | -5%&-4% | 2%
C/C(=N\NS(=O)(=O)c1ccc(C)c([N+](=O)[O-])c1)c1cc2ccccc2o1 | 20% | -3% | 7%
CN(CC(=O)NC1CCN(Cc2ccccc2)CC1)S(=O)(=O)c1ccc(Br)s1 | -11% | 0% | 10%
Cc1cc(C)c2c(N)c(C(=O)N3CCCCCC3)sc2n1 | 6% | 2% | 7%
CC12CCC(=O)N1C(C(=O)Nc1cc(C(F)(F)F)ccc1N1CCOCC1)CS2 (stereo unspecified) | 0% | -4% | ·
CCOC(=O)c1oc2cc(OCC(=O)OC)ccc2c(=O)c1-c1ccc(OC)c(OC)c1 | -5% | 14% | ·
CCCNC(=O)[C@H]1O[C@@H]1C(=O)N[C@H](C(=O)N1CCC[C@H]1C(=O)OC)[C@@H](C)CC | -1% | · | 1%
O=C(Nc1nnc(Cc2ccccc2)s1)c1cnccn1 | 13% | 5% | 4%
CCCC12CN3CCN(CC(C3)/C1=N\NC(=O)Nc1ccccc1)C2 | -18% | -2% | 3%
COC(=O)CCCC1=CC2=C(c3ccccc3)C(=O)C(C)(OC(=O)C3CCCC3)C(=O)C2=CN1c1ccc(OC)cc1 (stereo unspecified) | -8%[12.8 µM] | 1% | -3%[12.3 µM]

Next section.
SMILES | N370S GC mod | FEN1 inh | TDP1 inh
COc1ccc(NC(=S)N2CCCC2c2ccc(OC)c(OC)c2)cc1 (stereo unspecified) | -3% | 26% | 5%
CCn1cc(CN2CCc3c([nH]c4ccccc34)C2c2ccc(F)c(OC)c2)c(C)n1 (stereo unspecified) | -8% | 1% | 6%
COc1ccc2c(ccc[n+]2CC(=O)c2ccc(C)cc2)c1 | -16% | -8% | ·
CN(C)c1nc2n(c(=O)n1)CCO2 | 6% | -5% | -2%
COc1ccc(-c2cc(C(F)(F)F)nc(SCC(=O)Nc3cc(C)on3)n2)cc1 | -2% | -1% | 4%
O=C(Cn1nc(-c2ccccc2)ccc1=O)NCCN1CCN(c2cccc(Cl)c2)CC1 | -6% | 0% | 2%
COc1ccccc1N1CCN(C(=O)CSc2nc(-c3ccc(C(C)C)cc3)no2)CC1 | · | 0% | -3%
Cc1ccc(-c2nnc(N3CCCCCC3)c3ccccc23)cc1 | -4% | -11% | 9%
Cc1csc(NC(=O)Nc2ccccc2[N+](=O)[O-])n1 | -4% | 0% | 4%
c1ccc(Oc2nc(NCc3ccco3)nc(NCc3ccco3)n2)cc1 | -6%[2.35 µM] | -4% | 2%
Cc1nc2ccccn2c1C(=O)N/N=C/c1ccc([N+](=O)[O-])cc1 | 0% | 17% | ·
N#C/C(=C\c1ccc(/C=C(/C#N)c2nn(CCO)c(N)c2C#N)cc1)c1nn(CCO)c(N)c1C#N | -6% | ? | 5%
CCOC(=O)CCc1c(C)c2ccc(O)cc2oc1=O | ? | 8% | -1%
CC(C)CC(=O)Nc1nnc(SCC(=O)NCC2CCCO2)s1 (stereo unspecified) | -12% | 2% | 5%[56.1 µM]
Cc1sc2nc(CSCC(=O)Nc3ccccc3C#N)[nH]c(=O)c2c1C | 6% | -2% | -3%
COc1ccc2cc(CN(CC3COCCO3)S(=O)(=O)c3ccccc3)c(=O)[nH]c2c1 (stereo unspecified) | 10% | -2% | 8%
CC(C)CCNC(=O)NC(=O)COC(=O)C1=COCCO1 | -2% | 0% | 12%
C=CCn1c(=O)c(C(=O)Nc2ccc(C)cc2)c(O)c2ccccc21 | -5% | -3% | ·
O=C(C1=C[C@@H](c2ccc3c(c2)OCO3)C[C@@H](OCc2ccc(CO)cc2)O1)N1CCOCC1 | -4% | -1% | 5%
COC(=O)CN1C(=O)C(O)(CC(=O)c2cccc(Br)c2)c2ccccc21 (stereo unspecified) | -4% | -12% | -4%

Six compounds drawn at random from those above:
SMILES | N370S GC mod | FEN1 inh | TDP1 inh
Cc1ccc(-c2nnc(N3CCCCCC3)c3ccccc23)cc1 | -4% | -11% | 9%
C=CCn1c(=O)c(C(=O)Nc2ccc(C)cc2)c(O)c2ccccc21 | -5% | -3% | ·
Cc1csc(NC(=O)Nc2ccccc2[N+](=O)[O-])n1 | -4% | 0% | 4%
CCOC(=O)CCc1c(C)c2ccc(O)cc2oc1=O | ? | 8% | -1%
CCn1cc(CN2CCc3c([nH]c4ccccc34)C2c2ccc(F)c(OC)c2)c(C)n1 (stereo unspecified) | -8% | 1% | 6%
COc1ccc(NC(=S)N2CCCC2c2ccc(OC)c(OC)c2)cc1 (stereo unspecified) | -3% | 26% | 5%
